WRN helicase inh: inhibitors of human WRN helicase; Potency, µM (top dose mostly 114 µM), for inactives: at the highest dose activity change, negative = inhibition, most hits filed as inhibitors; AID 651768; Q14191; WRN helicase unwinding, fluorescent forked duplex, kinetic; hit rate 0.46% among 360,000; note: potency is the fitted concentration of half-maximal effect; % is set by controls: 0 for no effect and ±100 for the full control effect; nearly all actives have a fitted effect of over 55% in size
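Screening of the MLSMR collection measured strand separation of a quenched forked DNA duplex (100 nM) by 20 nM WRN with 2 mM ATP, all final. Compounds were preincubated with enzyme 15 min at room temperature.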
CCT modulator: modulators of cytosolic chaperonin (CCT/TRiC) activity. purified chaperonin ATPase assay, HTRF ADP detection, 30 min. activity change, % (concentration not given with the values), hits read low. hit rate 0.3% among 360,000. AID 651819; in the data active = activity change below about -30%; note: % is set by controls: 0 for no effect and ±100 for the full control effect
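Enzyme 40 or 20 nM (batch-dependent) in Tris pH 7.4/KCl/MgCl2/DTT; cpd 76 uM single point; ATP 10 uM; 30 min 37 °C; Transcreener ADP HTRF detection, 30 min RT; ratio 665/615.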
IL-2 act: activates IL-2 in a cell-based reporter assay; IL-2 activation reporter assay, cell-based qHTS; stimulated with anti-CD3/CD4/CD28 beads; in transgenic mouse T cells; activation, % (series mostly up to about 46 µM); hit rate 0.065% among 360,000; AID 652025; in the data active = activation above about 50%; inconclusive = mostly about 30% to 49%; note: 0% is about no effect
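Unstimulated transgenic mouse T cells preincubated 60 min with compound, then stimulated with anti-CD3/anti-CD4-coated beads plus anti-CD28 for 18 h at 37 degrees C. IL-2 response read as EGFP and DsRed fluorescence by plate cytometry.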
PI5P4Ka inh: PI5P4K alpha (human) kinase inhibition. P48426. PI5P4Kalpha enzyme, ADP-Glo luminescence, 60 min; stronger effect = lower value. max response, %. hit rate 1.2% among 330,000; active = max response of -50% or lower; inconclusive = between -30% and -50%; inactive = -30% or higher; note: value at the top dose of about 77 µM; % is set by controls: 0 for no effect and ±100 for the full control effect
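ADP-Glo luminescence end-point read after a 60 min room-temperature kinase reaction of PI5P4Kalpha plus substrate, initiated with ATP at 5 microM final. Buffer: 0.038 M HEPES pH 7.4, EGTA, 0.1% CHAPS, 5% DMSO.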
PLK1 PBD block: inhibitors of human PLK1 polo-box domain binding. AID 720504. P53350. Plk1 PBD binding of FITC phosphopeptide, fluorescence polarization. hit rate 2.8% among 360,000. Potency, µM, for inactives: max response, negative = inhibition, actives largely listed as inhibitors; note: potency is the fitted concentration of half-maximal effect; series mostly up to about 57 µM; % is set by controls: 0 for no effect and ±100 for the full control effect; nearly all actives have a fitted effect of over 65% in size
EPAC1 antagonist: antagonists of human EPAC1; EPAC1 GEF assay, Rap1b-BODIPY-GDP exchange fluorescence; hit rate 0.14% among 360,000; AID 720709; Potency, µM (doses to about 115 µM), inactives show at the top dose activity change, negative = inhibition, hits mostly inhibitors; O95398;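 note: potency is the fitted concentration of half-maximal effect; plate controls were vehicle for no effect and positive control for full effect; nearly all actives have a fitted effect of over 50% in size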
Target sequence (O95398 whole entry, looked up): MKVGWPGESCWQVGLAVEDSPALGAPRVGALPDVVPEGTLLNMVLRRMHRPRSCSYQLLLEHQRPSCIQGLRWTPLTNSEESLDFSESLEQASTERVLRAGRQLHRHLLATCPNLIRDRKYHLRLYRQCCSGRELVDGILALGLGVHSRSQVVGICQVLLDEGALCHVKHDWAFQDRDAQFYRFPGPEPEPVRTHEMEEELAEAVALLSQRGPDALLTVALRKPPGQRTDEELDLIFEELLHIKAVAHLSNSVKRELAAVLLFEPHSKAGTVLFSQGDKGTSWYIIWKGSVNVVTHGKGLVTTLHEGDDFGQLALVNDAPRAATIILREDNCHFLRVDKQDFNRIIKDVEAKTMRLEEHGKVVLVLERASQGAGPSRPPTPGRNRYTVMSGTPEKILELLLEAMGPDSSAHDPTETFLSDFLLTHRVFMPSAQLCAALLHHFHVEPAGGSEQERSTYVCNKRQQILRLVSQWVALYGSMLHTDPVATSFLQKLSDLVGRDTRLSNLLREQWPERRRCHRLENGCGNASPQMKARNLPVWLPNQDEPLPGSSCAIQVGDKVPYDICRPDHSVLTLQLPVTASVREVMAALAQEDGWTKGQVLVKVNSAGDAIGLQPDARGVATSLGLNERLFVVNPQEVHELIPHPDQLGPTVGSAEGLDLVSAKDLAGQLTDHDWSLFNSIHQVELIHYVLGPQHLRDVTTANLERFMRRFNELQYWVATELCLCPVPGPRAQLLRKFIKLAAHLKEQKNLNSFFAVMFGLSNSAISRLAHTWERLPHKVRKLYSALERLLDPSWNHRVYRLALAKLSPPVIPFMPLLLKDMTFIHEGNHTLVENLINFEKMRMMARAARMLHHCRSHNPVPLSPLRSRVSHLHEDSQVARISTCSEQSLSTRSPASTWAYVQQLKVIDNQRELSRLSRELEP
EPAC2 agonist: EPAC2 (human) agonism; Potency, µM (highest dose often 154 µM), for inactives: at the top dose activation, most hits filed as activators; EPAC2 activation, biochemical qHTS; response scale: 100% = 6.5 mM cAMP response; hit rate 0.079% among 360,000; note: potency is the fitted concentration of half-maximal effect; nearly all actives have a fitted effect of over 50% in size
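In this primary screen, activation is scored as increased exchange of BODIPY-GDP from Rap1B by 100 nM EPAC2, with 50 uM GDP as competitor. Signal is normalized to the 6.5 mM cAMP agonist control.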
EPAC1 ag: agonists of human EPAC1. Potency, µM (doses to about 154 µM), without a hit: at the top dose activation, most hits filed as activators. O95398. hit rate 0.073% among 360,000. EPAC1 agonist qHTS, biochemical assay; response scale: 100% = response to 6.5 mM cAMP. AID 720707; note: potency is the fitted concentration of half-maximal effect; nearly all actives have a fitted effect of over 60% in size
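Normalized to 6.5 mM cAMP, activity reflects EPAC1-catalysed release of BODIPY-GDP from Rap1B, followed kinetically over 30 min at 480 nm excitation, 540 nm emission. Reaction contained 100 nM EPAC1, 250 nM Rap1B-BODIPY-GDP, 50 uM GDP.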
An asterisk follows results filed as active; [ ] = dose if it differs, or a comment. Unless noted, calls come from the whole dose curve; as a rule, active = well fitted curve in the direction sought with a large enough effect; inconclusive = small, poorly fitted or top-dose-only effect, or another doubt; inactive = no such curve, though single readings can be large; an effect the other way counts as inactive or inconclusive. The list is partial; count on the stated rates, not on these rows.

CCOc1ccccc1N1CCN(C(=O)c2cc3c(C)cc(C)cc3[nH]2)CC1 was read as WRN helicase inh -12%, CCT modulator -1.1, IL-2 act -0.3, PI5P4Ka inh 4, PLK1 PBD block -10%, EPAC1 antagonist inconclusive, EPAC2 agonist 4% and EPAC1 ag 4%.
CCOC(=O)c1ccc(N2C(=O)CC(N3CCC(Nc4ccc(F)cc4)CC3)C2=O)cc1 (stereo not given) was read as WRN helicase inh -4%, CCT modulator -65*, IL-2 act -1.7, PLK1 PBD block -3%, EPAC1 antagonist 0%, EPAC2 agonist 7% and EPAC1 ag 3%.
Screening COc1ccc(NC(=O)CSc2nnc(Cc3cccn3C)n2CCc2ccccc2)cc1OC returned WRN helicase inh 0%, CCT modulator -2.5, IL-2 act -1.6, PLK1 PBD block -4%, EPAC1 antagonist -3%, EPAC2 agonist 8% and EPAC1 ag 12%.
Screening O=C(NCC1CCCO1)C(c1ccc(F)cc1)N(CC1CCCO1)C(=O)c1ccc(-c2ccccc2)[nH]1 (stereo not given) returned WRN helicase inh 1%, CCT modulator -0.2, IL-2 act 0.4, PI5P4Ka inh -1, PLK1 PBD block -7%, EPAC1 antagonist -21%, EPAC2 agonist 6% and EPAC1 ag 19%.
For CC(C)(C)OC(=O)NCCCCCNC(=O)c1[nH]cnc1C(=O)N[C@@H](Cc1ccccc1)C(=O)OC(C)(C)C the results were WRN helicase inh -5%, CCT modulator -1.6, IL-2 act -0.9, PI5P4Ka inh -5, PLK1 PBD block -12%, EPAC1 antagonist -10%, EPAC2 agonist -4% and EPAC1 ag -21%.
For CN(CC(=O)NCCc1ccccc1)S(=O)(=O)c1cccc2nsnc12 the results were WRN helicase inh 1%, CCT modulator 0.5, IL-2 act -0.6, PI5P4Ka inh 4, PLK1 PBD block 0%, EPAC1 antagonist 8%, EPAC2 agonist -1% and EPAC1 ag -6%.
Cc1noc(C)c1COC(=O)c1cc(=O)[nH]c2ccccc12 was read as WRN helicase inh -4%, CCT modulator -0.7, IL-2 act 0.0, PI5P4Ka inh 3, PLK1 PBD block -2%, EPAC1 antagonist -6%, EPAC2 agonist 13% and EPAC1 ag -7%.
O=C1c2ccccc2S(=O)(=O)N1Cc1nc2ccccc2s1 was read as WRN helicase inh -4%, CCT modulator 2.9, IL-2 act -0.3, PI5P4Ka inh 4, PLK1 PBD block -3%, EPAC1 antagonist -2%, EPAC2 agonist 2% and EPAC1 ag 0%.
For Cc1ccc(Oc2c(CO)c(-c3ccccc3)nn2C)cc1 the results were WRN helicase inh -4%, CCT modulator -1.5, IL-2 act -0.5, PI5P4Ka inh 3, PLK1 PBD block -2%, EPAC1 antagonist -10%, EPAC2 agonist 7% and EPAC1 ag 0%.
COc1ccc(NC(=O)Cn2nnc(C(=O)NCc3ccc4c(c3)OCO4)c2N)cc1 was read as WRN helicase inh -33%[57.1 µM], CCT modulator -2.4, IL-2 act -1.8, PI5P4Ka inh -6, PLK1 PBD block -18%, EPAC1 antagonist -14%, EPAC2 agonist 5% and EPAC1 ag 1%.
For COc1ccc(C2C(C(=O)N3CCN(c4ccccn4)CC3)CC(=O)N2c2ccc(OC)cc2)cc1 (stereo not given) the results were WRN helicase inh -7%, CCT modulator 0.7, IL-2 act 0.7, PI5P4Ka inh 5, PLK1 PBD block 0%, EPAC1 antagonist 1%, EPAC2 agonist -2% and EPAC1 ag 2%.
CCC(C)c1ccc(O)c(NC(=S)NC(=O)c2cccnc2)c1 (stereo not given) was read as WRN helicase inh 5%, CCT modulator -0.8, IL-2 act 1.2, PI5P4Ka inh 0, PLK1 PBD block -9%, EPAC1 antagonist 2%, EPAC2 agonist -3% and EPAC1 ag -20%.
For COc1ccc(CCN(Cc2cccs2)S(=O)(=O)c2ccc(-n3cnnn3)c(OC)c2)cc1OC the results were WRN helicase inh -15%, CCT modulator 0.6, IL-2 act -4.2, PLK1 PBD block -6%, EPAC1 antagonist 13%, EPAC2 agonist 21% and EPAC1 ag 2%.
For Cc1ccc(NC(=O)CS(=O)CC(=O)Nc2ccccc2-c2ccc(C)o2)cc1 (stereo not given) the results were WRN helicase inh -12%, CCT modulator 1.2, IL-2 act 0.4, PI5P4Ka inh 0, PLK1 PBD block inconclusive, EPAC1 antagonist -29%, EPAC2 agonist -9% and EPAC1 ag 10%.
For COc1ccc(C(=O)O)cc1NC(=S)NC(=O)CSc1ccc(Cl)cc1 the results were WRN helicase inh -21%, CCT modulator 1.9, IL-2 act -0.6, PI5P4Ka inh -16, PLK1 PBD block -28%, EPAC1 antagonist -5%, EPAC2 agonist 4% and EPAC1 ag -6%.
For O=[N+]([O-])c1ccccc1S(=O)(=O)Nc1ccc(S(=O)(=O)N2CCCC2)cc1 the results were WRN helicase inh -7%, CCT modulator -1.2, IL-2 act -0.4, PI5P4Ka inh -3, PLK1 PBD block -4%, EPAC1 antagonist 12%, EPAC2 agonist -1% and EPAC1 ag 6%.
Screening CC1CCCN(CC(O)COc2ccc(Cl)cc2)C1 (stereo not given) returned WRN helicase inh -5%, CCT modulator -1.9, IL-2 act 1.0, PLK1 PBD block -10%, EPAC1 antagonist 2%, EPAC2 agonist 13% and EPAC1 ag 12%.
For O=C(COC(=O)/C=C/c1ccc([N+](=O)[O-])cc1)NC(c1ccccc1)c1ccccc1 the results were WRN helicase inh -17%, CCT modulator -2.0, IL-2 act -0.8, PI5P4Ka inh 4, PLK1 PBD block -9%, EPAC1 antagonist -1%, EPAC2 agonist -9% and EPAC1 ag -6%.
`O=C(COC(=O)c1cccnc1Cl)NCCc1ccccc1` gave WRN helicase inh 5%, CCT modulator -2.0, IL-2 act 1.4, PI5P4Ka inh -5, PLK1 PBD block -2%, EPAC1 antagonist -9%, EPAC2 agonist -3% and EPAC1 ag -4%.
`Cc1cc(C)nc(NC2=NCC(=O)N2c2ccc3c(c2)OCCO3)n1` gave WRN helicase inh 3%, CCT modulator 0.0, IL-2 act -1.5, PLK1 PBD block -8%, EPAC1 antagonist 20%, EPAC2 agonist 3% and EPAC1 ag 0%.
`CCC(C)c1c(O)nc(SCc2ccccc2)[nH]c1=O` (stereo not given) gave WRN helicase inh 5%, CCT modulator -0.8, IL-2 act -1.5, PLK1 PBD block -1%, EPAC1 antagonist 12%, EPAC2 agonist -3% and EPAC1 ag -7%.
For CN(C)c1ccc(NC(=O)c2ccncc2)c2ccccc12 the results were WRN helicase inh 1%, CCT modulator -1.0, IL-2 act -0.5, PI5P4Ka inh -5, PLK1 PBD block -5%, EPAC1 antagonist -9%, EPAC2 agonist 11% and EPAC1 ag 2%.
Screening Cc1ccc(S(=O)(=O)Cc2ccc(C(=O)N3CCN(c4cccc(C)c4C)CC3)o2)cc1 returned WRN helicase inh -6%, CCT modulator 0.0, IL-2 act -3.4, PI5P4Ka inh 2, PLK1 PBD block -2%, EPAC1 antagonist -8%, EPAC2 agonist -10% and EPAC1 ag -14%.
Screening Cc1cc(NC(=O)CCNS(=O)(=O)c2cc(Br)cnc2N)ccc1Br returned WRN helicase inh -9%, CCT modulator 1.2, IL-2 act -2.1, PLK1 PBD block -4%, EPAC1 antagonist -2%, EPAC2 agonist 20% and EPAC1 ag 11%.
`Nc1cc(N)c(OCC(F)(F)F)cc1OCC(F)(F)F` gave WRN helicase inh -27%, CCT modulator -1.4, IL-2 act 0.0, PI5P4Ka inh -30, PLK1 PBD block inconclusive, EPAC1 antagonist -1%, EPAC2 agonist 5% and EPAC1 ag -19%.
COc1ccc(C(=O)N/N=C(\C)Cn2nc([N+](=O)[O-])cc2C)cc1 was read as WRN helicase inh 3%, CCT modulator -1.7, IL-2 act -2.6, PI5P4Ka inh 9, PLK1 PBD block -25%, EPAC1 antagonist -9%, EPAC2 agonist 16% and EPAC1 ag 2%.
`O=C(NCCS(=O)(=O)NCc1ccc(F)cc1)c1ccc2c(c1)OCO2` gave WRN helicase inh -2%, CCT modulator 1.7, IL-2 act -3.8, PI5P4Ka inh 4, PLK1 PBD block 2%, EPAC1 antagonist 4%, EPAC2 agonist -13% and EPAC1 ag 2%.
For COc1cccc(NC(=S)NNC(=O)Cn2nc(C(F)(F)F)cc2C)c1 the results were WRN helicase inh 2%, CCT modulator -4.1, IL-2 act -0.2, PI5P4Ka inh -7, PLK1 PBD block -6%, EPAC1 antagonist -4%, EPAC2 agonist 3% and EPAC1 ag -4%.
For COc1ccc(Cl)cc1C(=O)NCC#N the results were WRN helicase inh 10%, CCT modulator -0.5, IL-2 act 0.9, PLK1 PBD block -6%, EPAC1 antagonist -14%, EPAC2 agonist -1% and EPAC1 ag 0%.
`CCC(C)NS(=O)(=O)c1ccc(NC(=O)Cc2ccc(OC)cc2)cc1` (stereo not given) gave WRN helicase inh -8%, CCT modulator -0.8, IL-2 act 3.0, PI5P4Ka inh 4, PLK1 PBD block -2%, EPAC1 antagonist -3%, EPAC2 agonist -3% and EPAC1 ag 6%.
`Brc1ccc2c(c1)C(c1cccs1)=NNC(c1cccnc1)=N2` gave WRN helicase inh 10%, CCT modulator -3.3, IL-2 act -2.5, PI5P4Ka inh 0, PLK1 PBD block -5%, EPAC1 antagonist 13%, EPAC2 agonist -3% and EPAC1 ag -3%.
`CC(/C=C/c1ccccc1)=N\NC(=O)c1cc(C)[nH]n1` gave WRN helicase inh 2%, CCT modulator -0.2, IL-2 act -0.7, PI5P4Ka inh -1, PLK1 PBD block -20%, EPAC1 antagonist 5%, EPAC2 agonist 5% and EPAC1 ag 11%.
`O=C1NC[C@@H](CCCCN2CCN(Cc3ccccc3)C(=O)C2=O)N(Cc2ccccc2)C1=O` gave WRN helicase inh -7%, CCT modulator -2.0, IL-2 act 0.4, PI5P4Ka inh -1, PLK1 PBD block 1%, EPAC1 antagonist 3%, EPAC2 agonist -2% and EPAC1 ag 5%.
For OC(CNCc1ccccc1)(c1ccccc1)c1ccccc1 the results were WRN helicase inh 8%, CCT modulator -13, IL-2 act 0.7, PI5P4Ka inh -6, PLK1 PBD block inconclusive, EPAC1 antagonist 6%, EPAC2 agonist 2% and EPAC1 ag -5%.
Cc1cc2c(=O)oc(-c3ccc(F)cc3)nc2s1 was read as WRN helicase inh 9%, CCT modulator -2.9, IL-2 act -0.2, PI5P4Ka inh 2, PLK1 PBD block -7%, EPAC1 antagonist -14%, EPAC2 agonist 0% and EPAC1 ag 4%.

Source: PubChem BioAssay (National Center for Advancing Translational Sciences (NCATS))
